FEN1 inh: inhibitors of human flap endonuclease 1; Potency, µM (doses to about 114 µM), for the others: at the top dose activity change, negative = inhibition, usual class: inhibitors; Recombinant FEN1 flap cleavage, fluorescence, 15 min; P39748; AID 588795; 390,000 tested, 0.35% active; note: nearly all actives have a fitted effect of over 65% in size
Target sequence (P39748 whole entry, looked up): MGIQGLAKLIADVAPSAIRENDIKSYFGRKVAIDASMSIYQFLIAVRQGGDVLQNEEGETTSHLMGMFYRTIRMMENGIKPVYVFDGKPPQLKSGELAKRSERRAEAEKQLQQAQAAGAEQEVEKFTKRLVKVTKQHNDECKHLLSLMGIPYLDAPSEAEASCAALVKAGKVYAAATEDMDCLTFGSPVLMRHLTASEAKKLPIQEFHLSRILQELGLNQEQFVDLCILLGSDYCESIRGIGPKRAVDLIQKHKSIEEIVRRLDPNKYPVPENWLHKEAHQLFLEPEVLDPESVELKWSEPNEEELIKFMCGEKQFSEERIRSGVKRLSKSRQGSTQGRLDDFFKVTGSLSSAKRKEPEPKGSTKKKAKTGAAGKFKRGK
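Nuclease activity of 10 nM FEN1 was measured after 15 min of room-temperature exposure to titrated compounds, by adding 50 nM flap substrate and reading plates at 0 and 15 min.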
N370S GC: inhibitors or activators of N370S glucocerebrosidase for Gaucher disease | Potency, µM (highest dose often 59.4 µM), for inactives: at the top dose activity change, negative = inhibition, usual class: inhibitors | AID 2101 | P04062 | 330,000 tested, 0.092% active | N370S GC spleen homogenate, 4MU-glucoside fluorescence;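 note: 0% = full enzyme activity and -100% = no enzyme basal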
GCN5L2 inh: inhibitors of human GCN5L2 histone acetyltransferase; GCN5L2 HAT assay, ThioGlo1 CoA-SH fluorescence; Potency, µM (series often up to 58.9 µM), inactives show at the top dose activity change, negative = inhibition, usual class: inhibitors; 390,000 tested, 0.21% active; AID 504327
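Titration-based screen in which CoA formation is detected via maleimide probe ThioGlo1 (50uM) turning fluorescent on thiol reaction; substrates H3(1-25) 75uM and acetyl-CoA 70uM, GCN5L2 20nM, 20 min incubation at room temperature.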
Starred values were filed as active, the others as inactive; & = joins results of further samples; [ ] = dose if it differs, or a comment. Calls come from the whole dose curve; as a rule, active = well fitted curve in the direction sought with a large enough effect; inconclusive = small, poorly fitted or top-dose-only effect, or another doubt; inactive = no such curve, though single readings can be large; an effect the other way counts as inactive or inconclusive. Unless noted, % is set by controls: 0 for no effect and ±100 for the full control effect; potency is the fitted concentration of half-maximal effect.

For CC(=O)c1ccccc1C(=O)N1CCC(n2nccc2NC(=O)C2CC2)CC1 the results were FEN1 inh 0%, N370S GC 2% and GCN5L2 inh 1%.
CCS(=O)(=O)N1CCC(C(=O)Oc2ccc(Cl)cc2)CC1 was read as FEN1 inh 1%, N370S GC -2% and GCN5L2 inh -1%.
Cc1cc(C)c(C(=O)COC(=O)c2ccc([N+](=O)[O-])o2)cc1C was read as FEN1 inh inconclusive, N370S GC 4% and GCN5L2 inh -11%.
Screening O=C(COc1ccccc1)Nc1ccccc1N1CCCCC1 returned FEN1 inh -17%, N370S GC inconclusive and GCN5L2 inh -2%.
Screening O=C(NCc1nnc(SCC(=O)N2CCCCCC2)o1)c1ccc(F)cc1 returned FEN1 inh -2%, N370S GC -3% and GCN5L2 inh 3%.
For Cc1cccc(OCCn2nnc3sc4c(c3c2=O)CCCC4)c1 the results were FEN1 inh -13% and GCN5L2 inh -10%.
For Cc1cccc(NC(=O)CSc2nc(N)c(NC(=O)c3ccccc3F)c(=O)[nH]2)c1 the results were FEN1 inh -3%, N370S GC -14% and GCN5L2 inh -8%.
Screening O=C(CC(NC(=O)c1ccccc1Cl)c1ccccc1)NC1=NCCS1 (stereo not drawn) returned FEN1 inh 4%, N370S GC -4% and GCN5L2 inh 1%.
OCCC1CN(C/C=C/c2ccco2)CCN1Cc1ccccc1 (stereo not drawn) was read as FEN1 inh 5%, N370S GC -1% and GCN5L2 inh -6%.
Screening O=S(=O)(Nc1nccs1)c1ccc(Nc2nnc(-c3ccccc3)c3ccccc23)cc1 returned FEN1 inh 89µM*, N370S GC 3% and GCN5L2 inh 7%.
Screening CCOc1ccc(NC(=O)CCCc2nnc3n(C)c(=O)c4sccc4n23)cc1 returned FEN1 inh -1% and GCN5L2 inh -4%.
For CCC(Oc1ccccc1)C(=O)Nc1ccccn1 (stereo not drawn) the results were FEN1 inh -9%, N370S GC 14% and GCN5L2 inh 1%.
For COC/C=C/C1=CC2=CC(=O)C(C)(OC(=O)c3cnc4ccccc4n3)C(=O)C2=CN1CC(C)C (stereo not drawn) the results were FEN1 inh inconclusive and N370S GC 6%[12.8 µM].
Brc1ccc2c(c1)CNc1c(ncnc1N1CCOCC1)O2 was read as FEN1 inh -2%, N370S GC -2% and GCN5L2 inh 10%.
O=C(NC12CC3CC(CC(C3)C1)C2)c1ccc(-c2ccc(Br)cc2)o1 was read as FEN1 inh -8%, N370S GC inconclusive and GCN5L2 inh -9%.
For Cc1nnc(C)c2c(C)n(-c3cccc4cccnc34)c(C)c12 the results were N370S GC -4% and GCN5L2 inh -3%.
For Cn1c(=NC(=O)CS(=O)(=O)c2ccc(F)cc2)sc2ccccc21 the results were FEN1 inh 1%, N370S GC -6% and GCN5L2 inh -6%.
Screening COC(=O)[C@H](C)NC(=O)COc1ccccc1 returned FEN1 inh -2%, N370S GC 0% and GCN5L2 inh -2%.
`O=C(NNc1ccccc1)C(=O)NNS(=O)(=O)c1ccc(CCCl)cc1` gave FEN1 inh 16%, N370S GC 4% and GCN5L2 inh -12%.
Screening COc1ccc(CN2C[C@H](Cc3ccccc3)[C@@H](CC(=O)Nc3ccccc3)C2=O)cc1 returned FEN1 inh -24%&-1%, N370S GC 1% and GCN5L2 inh -18%.
Screening COc1ccc(NC(=O)CCCN2C(=O)C(c3ccccc3)Oc3cccnc32)c(OC)c1 (stereo not drawn) returned FEN1 inh -10%&-4%, N370S GC -20% and GCN5L2 inh -1%&-17%.
Screening Cn1nc(C(=O)OCC(=O)Nc2ccc(Cl)cc2Cl)c2ccccc2c1=O returned FEN1 inh 1% and GCN5L2 inh 1%.
For O=C(C1=COCCO1)N1CCN(S(=O)(=O)c2cccc(Br)c2)CC1 the results were FEN1 inh -5% and GCN5L2 inh -1%.
Screening O=C(NCc1cccs1)C1CC(=O)N(Cc2ccccc2)C1 (stereo not drawn) returned FEN1 inh 10% and GCN5L2 inh -5%.
`COc1ccc(OC)c(NC(=O)CSc2nc(N3CCOCC3)nc(N3CCOCC3)n2)c1` gave FEN1 inh 2%, N370S GC 8% and GCN5L2 inh -10%.
Screening Cc1oc2ncn(CC(C)C)c(=O)c2c1C(=O)NCCCN(Cc1ccccc1)C(C)C returned FEN1 inh 9% and GCN5L2 inh 12%.
For O=C(c1ccc2c(c1)OCO2)C1CCCN(Cc2ccccc2OC(F)F)C1 (stereo not drawn) the results were FEN1 inh 4%, N370S GC -12% and GCN5L2 inh -13%.
CCC(C)(C)NC(=O)C(c1ccc(OC)cc1)N(Cc1ccccc1)C(=O)CCC(=O)Nc1cc(C)on1 (stereo not drawn) was read as FEN1 inh 2%, N370S GC -7% and GCN5L2 inh -6%.
`CC(=O)OCc1c(C(F)(F)F)nn(C)c1SCc1ccc(Cl)cc1` gave FEN1 inh -4%, N370S GC inconclusive and GCN5L2 inh -4%.
Screening O=Cc1c(N2CCCCCC2)nc2ccccn2c1=O returned FEN1 inh -18%, N370S GC 7% and GCN5L2 inh -23%.

3 successive records from above, quoted:
CCC(C)(C)NC(=O)C(c1ccc(OC)cc1)N(Cc1ccccc1)C(=O)CCC(=O)Nc1cc(C)on1 (stereo not drawn) was read as FEN1 inh 2%, N370S GC -7% and GCN5L2 inh -6%.
`CC(=O)OCc1c(C(F)(F)F)nn(C)c1SCc1ccc(Cl)cc1` gave FEN1 inh -4%, N370S GC inconclusive and GCN5L2 inh -4%.
Screening O=Cc1c(N2CCCCCC2)nc2ccccn2c1=O returned FEN1 inh -18%, N370S GC 7% and GCN5L2 inh -23%.

Continued.
Screening CCCC(=O)Nc1cc2nn(-c3ccc(OC)cc3)nc2cc1C returned FEN1 inh -17% and GCN5L2 inh -2%.
For Cc1ccc(NC(=O)c2cc(S(=O)(=O)N3CCc4ccccc43)cn2C)c(Cl)c1 the results were FEN1 inh 2% and GCN5L2 inh inconclusive.
CCOc1ccc(NC(=O)Cn2c(=O)n(Cc3ccc(C(=O)NCc4ccc(C)cc4)cc3)c(=O)c3ccccc32)cc1 was read as FEN1 inh -3% and GCN5L2 inh -2%.
For CC(=O)NN1C(=O)c2ccccc2NC1c1ccoc1 (stereo not drawn) the results were FEN1 inh 2%, N370S GC -6% and GCN5L2 inh -6%.
COc1ccccc1N1CCN(S(=O)(=O)c2cc3[nH]c(=O)c(=O)[nH]c3cc2C)CC1 was read as FEN1 inh -25%&-7%, N370S GC inconclusive and GCN5L2 inh -17%&-9%.
For CCOc1cccc(/C(O)=C2/C(=O)C(=O)N(CCOC)C2c2ccc(C)o2)c1 (stereo not drawn) the results were FEN1 inh -9%, N370S GC -7% and GCN5L2 inh -14%.
CCCCC(=O)Nc1ccc2c(c1)nc(CCNC(=O)c1ccco1)n2C was read as FEN1 inh -8%, N370S GC -1% and GCN5L2 inh -15%.
For CCOC(=O)Cn1nc2sc3ccccc3n2c(=O)c1=O the results were FEN1 inh -3%, N370S GC 3% and GCN5L2 inh -4%.
CCOC(=O)C1=C(CSc2nccn2C)NC(=O)NC1c1cc(C)ccc1C (stereo not drawn) was read as FEN1 inh 0%, N370S GC -2% and GCN5L2 inh -3%.
Screening CCc1nn2cc(-c3ccccc3)nc2s1 returned FEN1 inh 3%, N370S GC -3% and GCN5L2 inh -5%.
For O=C(COC(=O)c1c[nH]c2ccccc12)Nc1ccc(F)cc1 the results were FEN1 inh -4% and GCN5L2 inh -5%.
Screening O=C(O)c1ccc(N/N=C/c2cc3ccccc3nc2Cl)cc1 returned FEN1 inh inconclusive, N370S GC -4% and GCN5L2 inh -29%.
Cc1ccc(NC(=O)CSc2cccc3cccnc23)c(C)c1 was read as FEN1 inh 2%, N370S GC 10% and GCN5L2 inh 0%.
`O=C(CNS(=O)(=O)c1ccc(F)cc1)Nc1ccccc1` gave FEN1 inh 20%, N370S GC -2% and GCN5L2 inh -10%.
For CCN(CC(=O)Nc1ccc2c(c1)OCCO2)S(=O)(=O)c1ccccc1 the results were FEN1 inh 0%, N370S GC -1% and GCN5L2 inh -16%.
Cc1ccc(NC(=O)COC(=O)c2ccc(CN3CCCC3=O)cc2)cc1C was read as FEN1 inh -6%, N370S GC 1% and GCN5L2 inh -3%.
Screening COc1ccc(C(=O)Nc2cccc(/C=C/c3nc4ccccc4c(=O)[nH]3)c2)cc1 returned FEN1 inh -2%, N370S GC 3% and GCN5L2 inh inconclusive.
Screening CN1CCN(C(=O)CN(C)S(=O)(=O)c2cc(Cl)ccc2Cl)CC1 returned FEN1 inh -2%, N370S GC -3% and GCN5L2 inh -7%.
`COC(=O)c1cc2n(n1)CCN(Cc1ccc(C)cc1)C2=O` gave FEN1 inh 0%, N370S GC 5% and GCN5L2 inh 0%.
Screening C=CCC1(O)CC(c2ccco2)NC(c2ccco2)C1CCC (stereo not drawn) returned FEN1 inh 3%, N370S GC 6% and GCN5L2 inh -12%.
CCN(CC)C(=O)C(Sc1ccccc1)c1ccccc1 (stereo not drawn) was read as FEN1 inh -6%, N370S GC 9% and GCN5L2 inh 0%.
Screening Cc1cccc(-n2c3nc(=O)[nH]c(=O)c-3cc3c(C)nn(-c4ccccc4)c32)c1C returned FEN1 inh -2%&-6%, N370S GC inconclusive and GCN5L2 inh -2%&32%.
Cc1cccc(N2CCN(C(=O)c3cccc(N4C(=O)C5CC=CC(C)C5C4=O)c3)CC2)c1C (stereo not drawn) was read as FEN1 inh -10% and GCN5L2 inh -10%.
For Cc1ccc(-n2cc3c(c2-c2ccccc2Br)c(=O)n(C)c(=O)n3C)cc1N the results were FEN1 inh -2% and GCN5L2 inh -11%.
Screening COc1ccc(-n2c(=O)cc(N3CCCCCC3)[nH]c2=O)cc1 returned FEN1 inh 4%, N370S GC 9% and GCN5L2 inh 3%.
For Cc1cc(C)c(NC(=O)CSc2nc3c(c(=O)n2C)SC(C)C3)c(C)c1 (stereo not drawn) the results were FEN1 inh 1%, N370S GC 3% and GCN5L2 inh 1%.
Screening Cc1cccc(C(=O)NCc2ccc(S(N)(=O)=O)cc2)c1[N+](=O)[O-] returned FEN1 inh 0%, N370S GC 1% and GCN5L2 inh -5%.
`CCCCNc1c(-c2ccc(Sc3ccc(OC)cc3)cc2)nc2cc(C)ccn12` gave FEN1 inh -19% and GCN5L2 inh -13%.
`CCCCc1c(C)nc2ccc(C)cc2c1SCCC(=O)O` gave FEN1 inh 9%, N370S GC 24% and GCN5L2 inh -8%.
Cc1cc(S(=O)(=O)NCc2ccccc2)ccc1OCC(=O)NCc1ccccn1 was read as FEN1 inh -2%, N370S GC 0% and GCN5L2 inh 2%.
Screening Cc1ccc(N2CCN(/N=C/c3ccccc3[N+](=O)[O-])CC2)cc1 returned FEN1 inh 7%, N370S GC 20% and GCN5L2 inh 18%.
Screening CC(=O)c1cccc(N(C(=O)CNC(=O)c2cccs2)C(C(=O)NCC2CCCO2)c2ccccc2)c1 (stereo not drawn) returned FEN1 inh -1%, N370S GC -3% and GCN5L2 inh 3%.
`COc1ccc(S(=O)(=O)N(C)CC(=O)NCc2ccco2)cc1` gave FEN1 inh 6%, N370S GC 7% and GCN5L2 inh 5%.

Compounds above that have bromine:
Brc1ccc2c(c1)CNc1c(ncnc1N1CCOCC1)O2 was read as FEN1 inh -2%, N370S GC -2% and GCN5L2 inh 10%.
O=C(NC12CC3CC(CC(C3)C1)C2)c1ccc(-c2ccc(Br)cc2)o1 was read as FEN1 inh -8%, N370S GC inconclusive and GCN5L2 inh -9%.
For O=C(C1=COCCO1)N1CCN(S(=O)(=O)c2cccc(Br)c2)CC1 the results were FEN1 inh -5% and GCN5L2 inh -1%.
For Cc1ccc(-n2cc3c(c2-c2ccccc2Br)c(=O)n(C)c(=O)n3C)cc1N the results were FEN1 inh -2% and GCN5L2 inh -11%.
